Screening data from PubChem BioAssay.
NCI-60 one-dose screen, 48 h, at 10 µM unless noted. Numbers give growth in % (100 = growth as untreated, 0 = no growth, -100 = all killed).
HL-60(TB) = HL-60(TB) leukemia cells | hit rate 9% among 78,000 | AID 1794776; active means growth percent below 10
* = called active by the depositor; & = joins results of further samples; [ ] = remark or other dose. These rows are one share of the data. The share of hits here may be higher or lower than overall.

entry | compound | HL-60(TB)
1 | C/C(Cc1ccc(Cl)cc1)=C(\c1ccc(OCCCN(C)C)cc1)c1ccc(OC(=O)Cc2ccccc2)cc1 | 89
2 | CSc1nccc(-c2c(-c3ccc(N)cc3)nc3sccn23)n1 | 92
3 | CCCCCc1ccc(S(=O)(=O)Nc2cccc(-c3csc(NC(=O)CN4CCN(CCO)CC4)n3)c2)cc1 | 66
4 | Clc1ccc2c(NCCNc3nc(-n4ccnc4)nc4ccccc34)ccnc2c1 | 83
5 | CCc1c[n+]([O-])c(C)cc1[N+](=O)[O-] | 105
6 | CCOC(=O)C(C(=O)OCC)C(C)(C)Cc1ccccc1 | 98
7 | CC(C)(C)c1ccc(COc2ccc(/C=C3\C(=O)Nc4ccc(Cl)cc43)cc2)cc1 | 101
8 | CCOC(=O)/C(C#N)=C/c1ccccc1[N+](=O)[O-] | 103
9 | O=C(Cn1ccnc1)Nc1nccs1 | 102
10 | O=[N+]([O-])c1ccc2c(c1)C(c1c[nH]c3ccccc13)(c1c[nH]c3ccccc13)CCO2 | 53
11 | NC(=O)[C@@H]1Cc2ccccc2CN1C(=O)c1ccc2c(c1)-c1ccccc1C2 | 92[50 µM]
12 | CC(C)C(=O)n1ccc2nc(Cl)nc(Cl)c21 | 99
13 | CCC(CC)(N(CC(=O)O)CC(=O)O)C(CC)(CC)N(CC(=O)O)CC(=O)O | 79
14 | O=CN1N=C(c2cccc(Nc3ccncc3)c2)CC1c1ccc(Br)cc1 (configuration not stated) | 81
15 | CNC1=CC(=O)c2c(C(=O)OC)c(C)nc(C)c2C1=O | 92

Along the list, from the results shown.
Nos. 6 to 14 in HL-60(TB) read 98, 101, 103, 102, 53, 92[50 µM], 99, 79, 81

Carrying on:
entry | compound | HL-60(TB)
16 | O=C(Nc1ccccc1)Nc1ncnc2c1ncn2-c1ccc(Cl)cc1 | 95
17 | CCOc1cc2ncc(C#N)c(Nc3ccc(F)c(Cl)c3)c2cc1NC(=O)CC(CCSCc1ccccc1)SCc1ccccc1 (configuration not stated) | 95
18 | Cc1ccc[n+](CC(=O)c2cccs2)c1 | 87
19 | CCC(CC)C(=S)N1CCN(c2ccccc2)CC1 | 106
20 | Nc1cccc2c(=O)[nH][nH]c(=O)c12 | 96
21 | COc1ccc(-c2cc(Cc3cccs3)c(=O)n(Cn3ccnc3)n2)cc1 | 104
22 | O=C1/C(=C/c2ccc(-c3cccc(C(F)(F)F)c3)o2)SC(=S)N1CCN1CCOCC1 | 100
23 | Nc1nc([Se])c2ncn(C3OC(CO)C(O)C3O)c2n1 (configuration not stated) | 42
24 | COc1ccc2[nH]c3c(c2c1)CCNC3CC(C)CCC=C(C)C (configuration not stated) | 79
25 | CCCCn1c(=S)[nH]c2c(=O)n(C)c(=O)n(C)c21 | 82
26 | Cn1cc(-c2csc(-c3cn(CCCN4CCCCC4)c4ccc(Br)cc34)n2)c2cccnc21 | 0.8*
27 | Cc1ccc(SCCCN(C)C)cc1 | 110
28 | CC(=O)OCC1(C)OC(=O)N(CCc2ccccc2)C1=O (configuration not stated) | 93
29 | NS(=O)(=O)OCC1OC(n2cnc3cncnc32)C(O)C1O (configuration not stated) | 28&38[0.1 µM]
30 | CC(C)C1=CC2=CC[C@@H]3[C@](C)(CCC[C@@]3(C)C(=O)OCC#CCN3CCOCC3)[C@H]2CC1 | 77

Filtered by structure: those above with bromine.
entry | compound | HL-60(TB)
14 | O=CN1N=C(c2cccc(Nc3ccncc3)c2)CC1c1ccc(Br)cc1 (configuration not stated) | 81
26 | Cn1cc(-c2csc(-c3cn(CCCN4CCCCC4)c4ccc(Br)cc34)n2)c2cccnc21 | 0.8*

The list continues.
entry | compound | HL-60(TB)
31 | O=c1oc2ccc(Br)cc2cc1C1=CSc2nc3sc4c(c3c(=O)n2N=C1)CCCC4 | 45
32 | Cc1ccc(C(OC(=O)C2CCc3cc(F)ccc3O2)C(=O)NC(C)(C)C)cc1 (configuration not stated) | 75
33 | CN1CCc2cc3c(cc2C(=O)Cc2ccc4c(c2C1)OCO4)OCO3 | 105
34 | Cc1cccc(Oc2c(/C=N/N=c3\sc4ccccc4n3C)c(C)nn2-c2ccccc2)c1 | 100
35 | CCC(c1ccc(O)cc1)C(CC)c1ccc(-c2ccccc2)cc1 (configuration not stated) | 95
36 | Cc1csc(=O)[nH]1 | 116
37 | CC(=O)Nc1cccc2c1CCCC2 | 105&90
38 | CC(=O)O[C@]1(C(C)=O)CCC2C3C=C(C)C4=CC(=O)CCC4(C)C3CCC21C (some centres not stated) | 84
39 | O=C1NC2=C(C(=O)c3ccccc32)C(c2ccc3c(c2)OCO3)N1 (configuration not stated) | 99
40 | Cc1nn(-c2ccccc2)c(N2CCCC2)c1/C=N/NC(=O)Cn1c(=O)sc2ccccc21 | 89
41 | Cc1cc(OC(=O)c2ccc(OCc3ccccc3)cc2)nc2[nH]c(=O)sc12 | 96
42 | COC(=O)c1ccc(Nc2nc(N)nn2Cc2cccc(Br)c2)cc1 | 90
43 | COc1ccc(-c2c(Nn3cnnn3)no[n+]2[O-])cc1 | 39
44 | COc1cc(CNC(=O)Cc2ccccc2)ccc1OCc1cn(-c2ccccc2F)nn1 | 103
45 | CC12CCC3C(CC=C4CC(O)CCC43C)C1C/C(=C\c1ccc(N(CCCl)CCCl)cc1)C2=O (configuration not stated) | 91

Next results follow.
entry | compound | HL-60(TB)
46 | CC(C)(C)OC(=O)N1CCc2c(sc3ncnc(N/N=C/c4ccc(Br)cc4)c23)C1 | 83
47 | N#CC1(c2ccccc2)OC(C(=O)c2ccccc2)CC1Br (configuration not stated) | 124
48 | Cc1cccc(-c2nc(Nc3ccccc3C(=O)O)c3ccccc3n2)c1 | 39
49 | COc1ccc(NC(=O)c2sc3nc(C)c(C(=O)/C=C/c4ccccc4)cc3c2N)cc1 | 24
50 | CCOc1ccc(Br)cc1/C=C1\SC(=S)N(NC(=O)Cc2ccccc2Nc2c(Cl)cccc2Cl)C1=O | 115
51 | CCOC(=O)c1ccc(N2C(=O)c3ccc(C(=O)O)cc3C2=O)cc1 | 98
52 | O=[N+]([O-])c1cccc(C=Nc2ccccc2O)c1 | 89
53 | C=CCOc1c(C)cc(C#N)cc1C | 93
54 | CC(=O)c1ccc2c(c1)CCN2 | 106
55 | CCCCCc1c(-c2n[nH]c(C)c2CCCCC)n[nH]c1C | 84
56 | O=C(CBr)OCCCc1ccccc1 | 91
57 | COc1cccc(-c2ccc(/C=N/NC(=O)c3[nH]c4ccc(Br)cc4c3-c3ccccc3)o2)c1 | -38*
58 | CC(=O)c1ccc(Sc2ccccc2)cc1 | 103
59 | NCCCCC(Br)C(=O)c1cc(=O)[nH]c2ccccc12 (configuration not stated) | 65
60 | CC(=O)Nc1c(C(=O)O)ccc(C)c1OCc1ccccc1 | 110

Further records follow.
entry | compound | HL-60(TB)
61 | COc1ncc(F)c(OC)n1 | 95
62 | Nc1c(Cl)cc(C(=O)NC2CC2)cc1Cl | 79&102
63 | COC(=O)[C@H]1CCCN1C(=O)C1CCCN1C(=O)[C@@H](Cc1ccccc1)NC(=S)Nc1cc(C(F)(F)F)cc(C(F)(F)F)c1 (some centres not stated) | 59&112
64 | FC(F)(F)Oc1cccc(-c2cnc3ccc(-c4ccncc4)nn23)c1 | -19*
65 | COc1cc2nc(N3CCCC3)nc(NCC3CCCCC3)c2cc1OC | -57*
66 | S=c1[nH]sc(=S)[nH]1 | 109
67 | CN1CNC(=S)NC1 | 85
68 | O=C(Nc1ccc(C(F)(F)F)cc1)Nc1ncccc1OCc1ccccc1Cl | 73
69 | c1ccc2c(c1)ccn2CCCN1CCCCC1 (tested in a mixture with another compound) | 79
70 | CCCCCC(=O)Oc1ccc(/C(=C(\C)c2ccccc2)c2ccc(OCCN3CCCCC3)cc2)cc1 | 70
71 | CCOc1ccc(/C=C2\Oc3cc(C)c(Cl)cc3C2=O)cc1 | 105
72 | CCCCNS(=O)(=O)C(C(=O)OCC)c1ccc2c(c1)N(C)C(=O)C(CCOc1ccncc1)O2 (configuration not stated) | 86
73 | CC(O)CN1CC(O)=C(c2nc3ccccc3s2)C1=N (configuration not stated) | 94
74 | O=C(CSc1nnc(-c2ccncc2)o1)N/N=C/c1ccc([N+](=O)[O-])cc1 | 72
75 | N#Cc1c(NCc2ccc(N3CCCCC3)cc2)oc(-c2ccccc2)c1-c1ccccc1 | 82

The list goes on:
entry | compound | HL-60(TB)
76 | c1ccc(C2=NC3(CCCCC3)N=C2c2ccccc2)cc1 | 104
77 | CCN(CC)CCn1c(=O)c2cc(OC)c(OC)cc2c2ccc3cc4c(cc3c21)OCO4 | 3.8*
78 | COc1ccc(-c2c(NC(=O)Nc3ccc(S(N)(=O)=O)cc3)cnn2-c2ccc(S(N)(=O)=O)cc2)cc1 | 100
79 | Cc1ccc(-c2nc(C#N)c(N3CCN(S(=O)(=O)c4ccccc4)CC3)o2)cc1 | 76
80 | COc1ccc(OC)c(/C=C2\Oc3cc(OCCN4CCC(Cc5ccccc5)CC4)ccc3C2=O)c1 | 98
81 | COc1ccc(C/C(C)=C(/c2ccc(OCCCN(C)C)cc2)c2ccc(OC(C)=O)cc2)cc1 | 71
82 | C=CCc1c(O)c(C(=O)/C=C/c2ccc(OC)cc2)c(OC)c2ccoc12 | 45
83 | COc1ccc2nc3cc(Cl)ccc3c(SC(CC(=O)O)C(=O)O)c2c1 (configuration not stated) | 98
84 | CCOC(=O)c1cc(C(=O)c2ccc(Br)cc2)n2c1ccc1c3ccccc3ccc12 | 95
85 | CCOC(=O)/C(C#N)=C/c1ccc(C#N)cc1 | 100
86 | COc1cccc(NC2=NCCS2)c1 | 114
87 | COc1ccc(C(=O)/C=C/c2cn(-c3ccccc3)nc2-c2ccc(S(C)(=O)=O)cc2)cc1 | 37
88 | Cc1ccc(-c2nc(/C=C3/C(=O)Nc4ccccc43)c3ccccn23)cc1 | 113
89 | O=C(O)CCCc1ccc(N(CCCl)CCCl)cc1 | 20
90 | Cc1ccc(-c2cn(-c3ccc(Cl)cc3)c(SCC(=O)c3ccc(Br)cc3)n2)cc1 | 103

Following part
entry | compound | HL-60(TB)
91 | O=S(=O)(Nc1ncccn1)c1ccc(NC2Nc3nc4ccccc4nc3S2)cc1 (configuration not stated) | 101
92 | CC(C)(C)c1ccc(OCCOCCCl)c(Cl)c1 | 109
93 | CC=C(C(=O)OCCCCCCCC)C(=O)OCCCCCCCC | 96
94 | COc1ccc(Nc2nc(SCCC(C)C)nc(-c3ccc(OC)cc3)c2C#N)cc1 | 77
95 | O=C1Nc2ccccc2C1C1c2ccccc2NC(=O)N1Cc1ccccc1 (configuration not stated) | 93
96 | OCCCc1ccccc1 | 99
97 | CN(C(=O)Nc1ccc([N+](=O)[O-])cc1)c1ccccc1 | 100
98 | O=C(Nc1nc(-c2ccccc2)cc(-c2ccc(Cl)cc2)n1)c1cccnc1 | 132
99 | COc1ccc(/C=C/C(=O)OCC(=O)NNC(=O)c2ccccc2)cc1OC | 72
100 | Cc1cs/c(=N\NC(=O)c2cc(-c3cc4ccccc4o3)nn2-c2ccccc2)n1-c1ccccc1 | 109

Among those listed so far, 21 have a carbonyl joined to an NH by a bond outside any ring:
entry | compound | HL-60(TB)
3 | CCCCCc1ccc(S(=O)(=O)Nc2cccc(-c3csc(NC(=O)CN4CCN(CCO)CC4)n3)c2)cc1 | 66
9 | O=C(Cn1ccnc1)Nc1nccs1 | 102
11 | NC(=O)[C@@H]1Cc2ccccc2CN1C(=O)c1ccc2c(c1)-c1ccccc1C2 | 92[50 µM]
16 | O=C(Nc1ccccc1)Nc1ncnc2c1ncn2-c1ccc(Cl)cc1 | 95
17 | CCOc1cc2ncc(C#N)c(Nc3ccc(F)c(Cl)c3)c2cc1NC(=O)CC(CCSCc1ccccc1)SCc1ccccc1 (configuration not stated) | 95
32 | Cc1ccc(C(OC(=O)C2CCc3cc(F)ccc3O2)C(=O)NC(C)(C)C)cc1 (configuration not stated) | 75
37 | CC(=O)Nc1cccc2c1CCCC2 | 105&90
40 | Cc1nn(-c2ccccc2)c(N2CCCC2)c1/C=N/NC(=O)Cn1c(=O)sc2ccccc21 | 89
44 | COc1cc(CNC(=O)Cc2ccccc2)ccc1OCc1cn(-c2ccccc2F)nn1 | 103
49 | COc1ccc(NC(=O)c2sc3nc(C)c(C(=O)/C=C/c4ccccc4)cc3c2N)cc1 | 24
50 | CCOc1ccc(Br)cc1/C=C1\SC(=S)N(NC(=O)Cc2ccccc2Nc2c(Cl)cccc2Cl)C1=O | 115
57 | COc1cccc(-c2ccc(/C=N/NC(=O)c3[nH]c4ccc(Br)cc4c3-c3ccccc3)o2)c1 | -38*
60 | CC(=O)Nc1c(C(=O)O)ccc(C)c1OCc1ccccc1 | 110
62 | Nc1c(Cl)cc(C(=O)NC2CC2)cc1Cl | 79&102
68 | O=C(Nc1ccc(C(F)(F)F)cc1)Nc1ncccc1OCc1ccccc1Cl | 73
74 | O=C(CSc1nnc(-c2ccncc2)o1)N/N=C/c1ccc([N+](=O)[O-])cc1 | 72
78 | COc1ccc(-c2c(NC(=O)Nc3ccc(S(N)(=O)=O)cc3)cnn2-c2ccc(S(N)(=O)=O)cc2)cc1 | 100
97 | CN(C(=O)Nc1ccc([N+](=O)[O-])cc1)c1ccccc1 | 100
98 | O=C(Nc1nc(-c2ccccc2)cc(-c2ccc(Cl)cc2)n1)c1cccnc1 | 132
99 | COc1ccc(/C=C/C(=O)OCC(=O)NNC(=O)c2ccccc2)cc1OC | 72
100 | Cc1cs/c(=N\NC(=O)c2cc(-c3cc4ccccc4o3)nn2-c2ccccc2)n1-c1ccccc1 | 109
